Bioassay records deposited in PubChem BioAssay by several laboratories.
HDAC3 inh = blocks human histone deacetylase 3. O15379. recombinant HDAC3, fluorogenic peptide/trypsin coupled, fluorescence. inhibition, % at 8.3 µM. 320,000 compounds, 0.15% hits. AID 2718; in the data active = inhibition above about 26%, passing the limit was not always enough
PolyA inh = yeast polyadenylation inhibition. S. cerevisiae SKY197-pL101 polyadenylation reporter, beta-gal luminescence; efflux-impaired pdr1/pdr3 knockout yeast; score 100 = 6 SD above DMSO. 300,000 compounds, 0.02% hits. calls only at 12 µM;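 active = lowest replicate activity score at least 50, where 100 means six control SD above control mean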;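 also: yeast exposed to compound for 9 h at 30 °C; higher score means more reporter readthrough which indicates perturbed polyadenylation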
AI-2 QS mod = modulators of Vibrio harveyi AI-2 quorum sensing system | Vibrio harveyi JMH597 AI-2 luminescence/OD600 ratio, 9 h; stronger effect = lower value; strain lacks LuxN and CqsS sensors; 0 = neutral-control median | activity change, % at 7.5 µM | 300,000 compounds, 0.4% hits; in the data active = activity change below about -75%, passing the limit was not always enough;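 also: luminescence divided by OD600 gain over 9 h not by final OD600 alone; inactives centre near 13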
Platelet DG rel = platelet dense granule release activity | human platelet-rich plasma, SFLLRN dense granule ATP release, luminescence | inhibition, %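 (compounds screened at 7.5 µM in platelet-rich plasma)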 | 300,000 compounds, 0.22% hits | AID 1663;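 active = mean replicate score, as percent of positive control, at or above 50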
GSK3 alpha inh = human GSK-3 alpha kinase inhibition; AID 2650; P49840; 320,000 compounds, 0.1% hits; ADP-Glo luminescence, 60 min; inhibition, % at 10 µM;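 in the data active = inhibition above about 50%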;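 also: GST-tagged GSK-3 alpha with peptide substrate and 25 µM ATP; 0% = DMSO neutral wells and 100% = GW8510 positive control wells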
Target sequence (P49840 whole entry, looked up): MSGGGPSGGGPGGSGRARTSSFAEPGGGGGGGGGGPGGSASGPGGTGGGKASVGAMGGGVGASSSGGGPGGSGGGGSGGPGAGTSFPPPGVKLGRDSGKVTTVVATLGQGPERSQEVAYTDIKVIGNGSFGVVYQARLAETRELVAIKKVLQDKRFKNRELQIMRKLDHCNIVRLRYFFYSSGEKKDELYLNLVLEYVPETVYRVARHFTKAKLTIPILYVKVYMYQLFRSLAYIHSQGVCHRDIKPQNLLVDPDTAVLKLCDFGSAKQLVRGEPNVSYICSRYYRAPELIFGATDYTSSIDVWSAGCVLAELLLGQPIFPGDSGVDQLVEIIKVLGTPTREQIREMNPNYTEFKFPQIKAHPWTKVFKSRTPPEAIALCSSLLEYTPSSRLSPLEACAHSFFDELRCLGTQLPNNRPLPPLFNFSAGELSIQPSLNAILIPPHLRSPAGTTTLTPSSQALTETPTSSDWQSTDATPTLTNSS
GSK3B inh = human GSK3beta kinase inhibition; P49841; GST-GSK3beta kinase, ADP-Glo luminescence, 60 min; stronger effect = lower value; activity score (negative = inhibition), % at 10 µM; 300,000 compounds, 0.038% hits; AID 2097;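 active = more than half of replicate wells score below -50%, meaning over 50% inhibition versus plate controls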;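 also: 0% = median DMSO wells and -100% = median GW8510 positive control wells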
Target sequence (P49841 whole entry, looked up): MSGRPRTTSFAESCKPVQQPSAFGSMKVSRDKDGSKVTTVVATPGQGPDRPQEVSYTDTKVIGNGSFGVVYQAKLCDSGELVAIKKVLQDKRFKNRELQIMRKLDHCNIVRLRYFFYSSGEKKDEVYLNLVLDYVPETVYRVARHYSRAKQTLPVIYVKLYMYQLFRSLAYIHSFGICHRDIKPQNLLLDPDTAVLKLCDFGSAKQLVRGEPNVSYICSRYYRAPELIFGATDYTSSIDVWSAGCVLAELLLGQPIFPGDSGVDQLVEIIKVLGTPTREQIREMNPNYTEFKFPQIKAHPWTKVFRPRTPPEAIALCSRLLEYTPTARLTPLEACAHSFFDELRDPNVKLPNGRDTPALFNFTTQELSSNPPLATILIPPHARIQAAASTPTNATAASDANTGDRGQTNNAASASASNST
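Assay system: GST-tagged human GSK3beta kinase, cell-free; Input: 1.6 ng GSK3beta; Medium: Tris/MgCl2 kinase buffer; Timing: 60 min enzyme reaction, room temperature; Signal: ADP-Glo luminescence quantifying ADP generated by kinase; Evaluation: score relative to plate controls; Benchmarks: DMSO neutral wells and GW8510 at 20 µM as positive.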
HSP90 refold inh = inhibitors of HSP90 luciferase refolding in rabbit reticulocyte lysate; luciferase refolding luminescence, 3 h; inhibition, % at 5.6 µM; 290,000 compounds, 0.91% hits; AID 1789;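 active = inhibition above the screen-wide mean plus 3 SD, computed separately per campaign, cut at about 16% in these data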;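 also: 0% = DMSO wells and 100% = 60 µM geldanamycin wells; inhibitors lower the luminescence because luciferase stays unfolded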
HSF1 inhib = HSF1 inhibition; NIH3T3-HGL HSE-luciferase, MG132-induced, luminescence 8 h; stronger effect = lower value; activity change, negative = inhibition, % at 7.5 µM (by protocol); 300,000 compounds, 0.77% hits;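 active = more than half of replicate wells show activity change below -50%, luminescence cut by over half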;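 also: luciferase reports HSF-1 transcriptional activity via heat shock element; 0% = median of DMSO wells and -100% = zero luminescence signal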
Dyrk1A ADPGlo = blocks rat Dyrk1A kinase activity; ADP-Glo luminescence, NFATc1 peptide; inhibition, % at 12.5 µM; 310,000 compounds, 0.43% hits; in the data active = inhibition above about 50%;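 also: plate controls were vehicle with enzyme for no effect and no enzyme for full effect; many of its hits are not listed in these tables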
HSF1 activator = increases HSF-1 driven luciferase reporter signal. NIH3T3-HGL HSF-1 luciferase reporter, MG132, 8 h; 100% = twice DMSO control signal. activation, % at 9 µM. 300,000 compounds, 1.7% hits;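 active = mean replicate activation of at least 50% with a set share of replicates each reaching 50%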;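 also: 0% = median of the neutral control wells and 100% = twice that signal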
Numbers without * were called inactive; i = inactive; . = not tested or not shown. A portion of the library. The share of hits here may be higher or lower than overall.

Structure	HDAC3 inh	PolyA inh	AI-2 QS mod	Platelet DG rel	GSK3 alpha inh	GSK3B inh	HSP90 refold inh	HSF1 inhib	Dyrk1A ADPGlo	HSF1 activator
Nc1nc2cc(S(=O)(=O)NC3=NCCCCC3)ccc2s1	2	i	25	0	-2	-1	6	-6	-4	0
O=C(Cc1ccccn1)c1ccc(F)cc1	4	i	2	4	-1	-2	.	3	-1	-5
CCc1cccc(Nc2cc(C)nc3nc(C)nn23)c1	7	i	14	6	-1	3	2	-2	16	-3
O=C1CCNc2c(Cl)cccc21	0	i	37	-18	1	-3	0	7	-12	32
CCn1c(SCC(=O)Nc2ccc3c(c2)OCCO3)nc2c(c1=O)SC(C)C2 (centres undefined)	3	i	9	-5	1	0	1	-1	-12	-2
Cc1cc(S(=O)(=O)N2CCCC2)ccc1OCC(=O)Nc1ccccc1	3	i	-2	6	-1	4	0	0	-4	-2
CC(=O)Nc1ccc(S(=O)(=O)N2CCSC2c2ccccc2Cl)cc1 (centres undefined)	-1	i	4	1	4	-2	-2	15	-4	40
Cc1ccc(CC(=O)N/N=C/c2ccc(OC(=O)c3ccc([N+](=O)[O-])cc3)cc2)cc1	-2	i	13	1	-2	6	1	0	-2	-4
CCc1cc2c(COC(=O)c3cccc(NS(C)(=O)=O)c3)cc(=O)oc2cc1O	-11	i	35	10	5	0	4	-7	-2	4
CCOC(=O)c1[nH]c2ccccc2c1NC(=O)CN1CCCCC1	2	i	-2	-20	-1	0	-2	1	-3	28
CC(C)(C)N=C1SCC(C)(/C=N/O)S1 (centres undefined)	7	i	17	0	1	-1	-3	-3	1	-2
O=C(O)CC1COc2ccccc2N1S(=O)(=O)c1ccc(Br)cc1 (centres undefined)	-2	i	16	-3	-3	3	0	-1	.	16
CCOC(=O)Cc1csc(NC(=S)NC(=O)c2ccc(C)cc2)n1	13	i	-4	-1	-3	2	36*	-39	-3	-39
Cc1ccc(-c2nnn(C(C)C(=O)N3c4ccccc4CCc4ccccc43)n2)cc1 (centres undefined)	20	i	24	3	-5	-1	-1	7	2	-2
CC1CCCCN1C(=O)c1cc(Cl)ccc1[N+](=O)[O-] (centres undefined)	0	i	19	18	1	2	-2	7	-1	8
CCN(CC)CCN(C(=O)c1ccc2c(c1)OCCO2)c1nc2cc(C)cc(C)c2s1	8	i	-3	-15	0	-3	0	-1	1	2
CCCCN1C(N)=NC[C@@H]1CC1CCCCC1	4	i	22	-4	3	-9	.	-8	6	-8
COc1ccc(N2CCOCC2)c(NC(=O)c2ccc(Br)o2)c1	1	i	28	5	28	-16	-5	-12	-3	-19
O=[N+]([O-])c1ccc(Cl)c(CN2CCC(O)CC2)c1	-5	i	18	3	-4	1	2	-4	-4	-1
CCOC(=O)c1c(NC(=O)COC(=O)CC(NC(C)=O)c2ccccc2)sc(C(=O)NC)c1C (centres undefined)	7	i	.	-7	-3	.	.	-3	-3	-2
CCCC(=O)Nc1nnc(S(=O)(=O)N(CC(C)C)c2ccccc2)s1	-2	i	31	-1	2	2	-3	3	-3	-3
CN(C)S(=O)(=O)c1cccc(NC(=O)c2cc(=O)[nH]c(=O)[nH]2)c1	2	i	10	18	-1	4	0	-1	0	-3
O=C1c2ccccc2C(=O)N1CC1=CCS(=O)(=O)C1	-7	i	22	7	0	3	5	0	5	-1
Cc1c(NC(=O)c2cccc(NS(C)(=O)=O)c2)c(=O)n(-c2ccccc2)n1C	-3	i	21	4	-2	-1	-2	-6	-5	0
CCn1nc(C(=O)Nc2ccc(S(=O)(=O)Nc3ncccn3)cc2)c2ccccc2c1=O	-3	i	11	1	-2	-2	1	-8	-4	-3

The listing continues.
Structure	HDAC3 inh	PolyA inh	AI-2 QS mod	Platelet DG rel	GSK3 alpha inh	GSK3B inh	HSP90 refold inh	HSF1 inhib	Dyrk1A ADPGlo	HSF1 activator
COc1ccc(NC(=O)c2ccc(-c3ccccc3C(F)(F)F)o2)cc1	1	i	20	1	-2	4	-2	12	-2	35
O=C(Nc1cccc(S(=O)(=O)N2CCCC2)c1)c1cc(-c2ccccn2)nc2ccccc12	-1	i	13	0	0	-3	-1	4	-3	16
Cc1nc(Br)c(Br)c(C)c1Br	1	i	9	-1	-1	-3	-1	-1	-2	26
O=C(c1cncc(Br)c1)N1CCc2ccccc2C1	-1	i	12	8	2	2	-2	-5	-1	6
O=C(Nc1ccc(COc2ccccc2)cc1)Nc1cccc(C(=O)O)c1	-2	i	9	-4	-2	4	7	9	3	-5
O=c1cc(-c2ccccc2)nc(SCCOc2ccccc2Cl)[nH]1	-2	i	13	-3	-1	0	2	-8	-1	2
Cn1c2c(c(=O)n(C)c1=O)CN(CCc1ccccc1)CN2	7	i	29	1	-1	-4	-1	2	2	-19
Cc1nc(N2CCCCC2)c2c(C)c(C(=O)Nc3ccc4c(c3)OCCO4)sc2n1	13	i	21	5	-2	0	-1	-2	2	1
CCOc1ccc(C(=O)N[C@H](C(=O)Nc2ccccc2OC)C(C)C)cc1	7	i	13	10	3	0	-4	-8	1	-2
Cc1noc(C(=O)NCC2CCCO2)c1Cl (centres undefined)	-6	i	15	-8	-2	-1	-6	2	-1	5
COc1ccc(CCNC(=O)c2cccnc2Cl)cc1OC	2	i	-1	-6	0	1	.	4	1	4
O=C(CNC(=O)c1ccc(Br)o1)NCC1CCCO1 (centres undefined)	0	i	13	-3	-2	0	3	-5	-2	-8
CCc1c(C(=O)NNC(=S)NC2CCCCC2)csc1C	5	i	12	3	0	-7	-6	12	1	24
COc1ccc(N(Cc2cc3cccc(C)c3[nH]c2=O)S(C)(=O)=O)cc1	-4	i	17	-12	0	1	5	-4	16	-2
COc1cc(S(=O)(=O)N2CCOCC2)ccc1N	-3	i	11	-2	-3	3	2	2	0	3
O=C(O)CCN1C(=O)S/C(=C\c2cccnc2)C1=O	3	i	19	-2	-1	-1	0	-5	3	-3
C/C(=N\OC(=O)c1c(-c2c(F)cccc2Cl)noc1C)c1nccs1	0	i	3	-10	-1	-1	-4	-8	7	13
Cc1ccc(CN2CCN(C(=O)CCN3C(=O)c4ccccc4C3=O)CC2)cc1	7	i	24	1	-2	1	-2	-15	6	2
Clc1ccc(OCc2nn3c(-c4ccco4)nnc3s2)c(Cl)c1	-1	i	7	-3	-4	2	3	3	0	-2
CCOC(=O)C1CCCN(Cc2c(C(=O)N3CCCCC3)nc3c(C)cccn23)C1 (centres undefined)	-7	i	20	6	-1	4	2	-31	.	-44
CCOc1cccc(NC(=O)Cn2nc(-c3ccc4c(c3)OCCO4)ccc2=O)c1	-2	i	8	2	-1	3	-4	8	-4	-7
Cc1ccc(O)c(-c2cc(C(=O)NCc3ccccc3)[nH]n2)c1	-5	i	-12	-7	-2	-2	-4	-8	3	22
O=C(Nc1ccc(F)cc1)OCCOc1ccc(Br)cc1	-1	.	10	1	0	1	0	15	-4	23
O=C(NC(O)C(=O)c1ccccc1)c1ccccn1 (centres undefined)	-6	i	-6	-4	-1	-5	7	11	-3	-10
O=C(/C=C/c1cccs1)c1cc(Br)ccc1OC(=O)N1CCOCC1	4	i	-3	-4	-1	-6	8	32	0	25

The final two compounds of the section before are carried over, then new ones follow:
Structure	HDAC3 inh	PolyA inh	AI-2 QS mod	Platelet DG rel	GSK3 alpha inh	GSK3B inh	HSP90 refold inh	HSF1 inhib	Dyrk1A ADPGlo	HSF1 activator
O=C(NC(O)C(=O)c1ccccc1)c1ccccn1 (centres undefined)	-6	i	-6	-4	-1	-5	7	11	-3	-10
O=C(/C=C/c1cccs1)c1cc(Br)ccc1OC(=O)N1CCOCC1	4	i	-3	-4	-1	-6	8	32	0	25
Cc1ccc(C2=NN(C3=NN=C(N)Cc4ncnn43)C(O)(C(F)(F)F)C2)cc1 (centres undefined)	-3	i	8	1	-2	-1	-2	-4	2	11
Oc1ccccc1/C=N/n1c(COc2ccccc2)n[nH]c1=S	4	i	-4	1	0	1	2	10	33	-3
Cc1cc(C)c2c(N)c(C(=O)Nc3ccccc3Cl)sc2n1	-8	i	4	-6	0	-2	.	0	.	32
COc1ccc(NS(=O)(=O)NC(=O)c2c[nH]c3ccccc23)cc1	6	i	29	5	-4	5	-2	-7	-3	-5
CC(NC(=O)Cc1ccc(S(=O)(=O)N2CCOCC2)s1)c1ccc(Cl)c(Cl)c1 (centres undefined)	6	i	4	.	-3	-1	.	11	-5	16
O=C1OC2(c3ccccc3)C3CCCC2C13	2	i	5	-4	-1	-1	4	-1	-5	6
CC(C(=O)NC1=NCCS1)(C(F)(F)F)C(F)(F)F	-6	i	22	3	0	1	2	-2	-2	-1
COC(=O)Nc1nnc(COc2ccccc2)s1	1	i	-12	1	-1	5	1	-2	.	17
COc1ccc(C2=CC(=O)OC3(CCCCC3)O2)cc1	-6	i	-4	-12	2	-3	0	14	31	5
Cn1c(=O)c2c(nc(N3CCCCC3)n2C)n(C)c1=O	5	i	26	-4	5	-1	0	-2	4	3
COCC(=O)Oc1c(S(=O)(=O)c2ccc(C)cc2)c(C)nn1C(C)(C)C	3	i	38	3	1	1	-3	5	3	-4
